HKDC1 inh: HKDC1 hexokinase inhibitors, primary screen, biochemical, fluorescence, uHTS | Q2TB90 | AID 493160, 2011 | 340,000 tested, 0.16% active | inhibition, % at 20 µM | recombinant HKDC1, G6PDH/diaphorase resazurin coupled fluorescence;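 active = inhibition above about 35% when tested at 20 µM, limit read from the data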;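 also: plate controls were DMSO wells with enzyme for no effect and DMSO wells lacking enzyme for full effect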
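Test system: recombinant HKDC1 (HK5) hexokinase enzyme, produced in-house / Doses: 20 µM test compound, 1% DMSO / Timing: 90 min, room temperature / Detection: G6PDH/diaphorase-coupled fluorescence, 1 mM NADP, 100 µM resazurin, 525/613 nm / Control set: DMSO wells with and without enzyme mix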
SENP1 inh: human SENP1 catalytic domain inhibitors, primary screen, biochemical, FRET, uHTS; recombinant SENP1 catalytic domain, CyPet-SUMO1-YPet FRET cleavage; inhibition, % at 10 µM; 360,000 tested, 0.21% active; AID 624204, 2012;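 active = inhibition at least 30% at 10 µM, raw YFP signal under a set limit, fluorescence ratio 0.5 to 1.5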;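 also: 0% = enzyme with DMSO and 100% = no enzyme wells; some results filed as inactive read as strong as hits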
Target sequence (Q9P0U3 419-644 limits assumed): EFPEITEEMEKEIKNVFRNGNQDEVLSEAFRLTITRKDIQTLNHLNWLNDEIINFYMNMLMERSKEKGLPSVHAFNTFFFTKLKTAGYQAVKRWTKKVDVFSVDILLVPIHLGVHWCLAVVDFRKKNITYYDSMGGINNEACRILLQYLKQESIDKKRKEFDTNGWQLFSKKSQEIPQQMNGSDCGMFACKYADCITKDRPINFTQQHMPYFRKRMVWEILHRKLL
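Material: hSENP1 catalytic domain, recombinant; medium: Tris pH 8 with BME, BSA, NP40 and catalase; compound: single concentration of 10 µM compound, 0.5% DMSO final; technique: FRET read of cyan and yellow fluorescence; timing: 50 min enzyme reaction, room temperature, light-protected; reagent: SFCypet-SUMO1-SFYpet substrate at 25 nM; control set: no-enzyme low, enzyme-DMSO high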
SENP7 inh: SENP7 protease inhibitors, primary screen, biochemical, luminescence, uHTS. recombinant SENP7, Z-RLRGG-aminoluciferin luminescence, 40 min. 330,000 tested, 1.5% active. AID 434973, 2010. inhibition, % at 5 µM. Sentrin-specific protease 7 (Homo sapiens), Q9BQF6;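 active = inhibition above about 50% at the single test dose, limit read from the data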;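 also: plate controls were DMSO with enzyme for no effect and no enzyme buffer wells for full effect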
Target sequence (Q9BQF6 706-1050 limits assumed): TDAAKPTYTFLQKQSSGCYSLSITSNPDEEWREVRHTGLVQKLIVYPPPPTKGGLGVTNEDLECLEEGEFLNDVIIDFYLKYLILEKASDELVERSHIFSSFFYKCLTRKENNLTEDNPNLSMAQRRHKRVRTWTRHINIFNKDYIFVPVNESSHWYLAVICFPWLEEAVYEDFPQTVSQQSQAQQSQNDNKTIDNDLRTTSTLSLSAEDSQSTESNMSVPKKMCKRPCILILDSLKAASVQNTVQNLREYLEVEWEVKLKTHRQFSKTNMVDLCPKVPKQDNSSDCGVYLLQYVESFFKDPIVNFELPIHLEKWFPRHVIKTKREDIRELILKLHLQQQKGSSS
UBC13 polyUb: UBC13 polyubiquitin chain formation inhibitors, primary screen, biochemical, TR-FRET, uHTS; Ubiquitin-conjugating enzyme E2 N (Homo sapiens), P61088; inhibition, % at 20 µM; 330,000 tested, 0.47% active; AID 485273, 2010; in the data active = inhibition above about 45%, passing the limit was not always enough
beta cell repl: inducers of MIN6 beta-cell proliferation, primary screen, ATP luminescence, uHTS; MIN6 cells proliferation, ATPlite luminescence, 48 h; cells starved in 0.2% serum; 100% = growth in 10% serum; proliferation, % at 10 µM; 330,000 tested, 0.29% active;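 active = compounds whose signal lies at least 3.5 SD above the mean of all wells on their plate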;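 also: 0% = DMSO-treated cells in low-serum medium and 100% = 10% serum control; some compounds called inactive have numbers as strong as hits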
PfG6PD inh: PfG6PD enzyme inhibitors, primary screen, biochemical, fluorescence intensity, uHTS. glucose-6-phosphate dehydrogenase-6-phosphogluconolactonase (Plasmodium falciparum 3D7). PfGluPho enzyme, NADPH resazurin-diaphorase fluorescence. inhibition, % at 20 µM. 350,000 tested, 0.78% active;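 active = inhibition reaching at least a set limit at 20 µM in the primary screen, cut at about 59% in these data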;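 also: 0% = DMSO wells with substrate and 100% = DMSO wells lacking glucose-6-phosphate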
SENP8 block-1: human SENP8 protease inhibitors, primary screen, biochemical, fluorescence, Nedd8 protein substrate, uHTS; Sentrin-specific protease 8 (Homo sapiens), Q96LD8; recombinant SENP8; inhibition, % at 20 µM; 360,000 tested, 0.64% active; AID 602440, 2012; in the data active = inhibition mostly above about 40%, no sharp cut-off; inactive = mostly below about 27%
SENP8 block-2: SENP8 protease inhibitors, primary screen, biochemical, luminescence | Sentrin-specific protease 8 (Homo sapiens), Q96LD8 | purified SENP8, Z-RLRGG-aminoluciferin cleavage | inhibition, % at 10 µM | 330,000 tested, 1.2% active | AID 2540, 2010; in the data active = inhibition above about 50%
SENP6 inh: SENP6 protease inhibitors, primary screen, biochemical, luminescence, uHTS; Sentrin-specific protease 6 (Homo sapiens), Q9GZR1; Recombinant SENP6 catalytic domain, aminoluciferin luminescence; inhibition, % at 10 µM; 330,000 tested, 1.8% active; AID 2599, 2010;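 active = inhibition above about 50% at the single tested dose, limit read from the data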;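 also: plate controls were DMSO wells with enzyme for no effect and DMSO wells lacking enzyme for full effect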
Target sequence (Q9GZR1 628-1112 limits assumed): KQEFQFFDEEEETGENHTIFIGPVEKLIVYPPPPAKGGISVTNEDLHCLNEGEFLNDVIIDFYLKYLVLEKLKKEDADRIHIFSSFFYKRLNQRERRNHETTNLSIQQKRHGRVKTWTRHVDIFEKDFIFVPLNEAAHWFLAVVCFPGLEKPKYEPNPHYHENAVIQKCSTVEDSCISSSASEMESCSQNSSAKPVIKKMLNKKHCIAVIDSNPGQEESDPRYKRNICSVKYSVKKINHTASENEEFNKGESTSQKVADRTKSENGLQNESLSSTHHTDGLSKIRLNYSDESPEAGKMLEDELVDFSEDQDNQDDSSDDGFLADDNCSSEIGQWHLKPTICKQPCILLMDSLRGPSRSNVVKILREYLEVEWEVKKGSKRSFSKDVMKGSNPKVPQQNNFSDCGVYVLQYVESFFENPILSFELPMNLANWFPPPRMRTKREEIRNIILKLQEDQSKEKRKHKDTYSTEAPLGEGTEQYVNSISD
Numbers without * were called inactive; x = not tested or not shown.

SMILES	HKDC1 inh	SENP1 inh	SENP7 inh	UBC13 polyUb	beta cell repl	PfG6PD inh	SENP8 block-1	SENP8 block-2	SENP6 inh
COc1ccc(C(=O)O/N=C(\C)c2ccccc2)cc1	1.5	0.8	100.5*	8.3	-2.2	9.5	14.9	97.2*	95.5*
Cc1[nH][nH]c(=O)c1C(c1ccc(Cl)cc1)c1c(C)[nH][nH]c1=O	-0.2	3.1	-12.5	-0.5	-3.6	7.2	24.7	4.2	-21.5
Cc1cc(C)c(S(=O)(=O)c2ccccc2C)c(Cl)n1	-8.4	-1.5	-5.0	-8.5	-2.5	9.8	2.4	3.9	5.6
Cc1ccc(S(=O)(=O)NC(=O)Nc2cc(C(C)(C)C)on2)cc1	-1.8	0.8	-10.2	3.3	-1.9	-9.1	20.4	2.2	-4.2
CN(C)CCCN(C(=O)C1COc2ccccc2O1)c1nc2ccc(F)cc2s1 (stereo not drawn)	7.0	0.8	-4.1	11.6	-1.0	-5.7	20.5	-6.8	3.4
Cc1ccc(C(OCC(O)CNCc2ccc(F)cc2)c2ccccc2)cc1 (stereo not drawn)	4.3	1.6	-1.9	27.9	-6.1	-1.3	10.5	0.7	-22.0
Cc1ccc(C)c(OCC(O)CN2C(C)CCCC2C)c1 (stereo not drawn)	-2.6	-1.1	9.0	6.5	0.0	-0.7	17.1	4.7	11.0
CS(=O)(=O)N(CC(=O)NCc1ccco1)c1ccccc1Cl	-4.5	0.4	-11.5	0.5	2.0	-4.2	18.8	-8.4	-29.4
COc1ccc(OCC(=O)NNC(=O)CCc2ccccc2)cc1	-7.6	1.6	5.8	4.5	0.6	2.3	8.7	2.4	-0.9
CCOC(=O)c1c(C)[nH]c(C)c1C(=O)CN1C(=O)NC(CC(C)C)C1=O (stereo not drawn)	-3.5	-0.5	-1.5	1.8	-0.6	0.0	8.2	3.1	-8.8
COc1cc(/C=C/C(=O)OCC(=O)N2CCCC2)ccc1OCC#N	-8.8	1.3	11.4	8.8	-3.9	7.8	-171.9	-2.2	3.1
Cc1cccc(NC(=O)C2CCN(C(=O)NCc3ccccc3)CC2)c1C	-4.2	2.7	2.7	-0.1	-1.7	1.3	8.2	-7.7	5.2
c1ccc(CCc2ccncc2)cc1	-7.3	0.6	6.3	4.7	3.0	7.4	8.5	3.2	9.8
CCCC1=NN2C(=N)/C(=C\c3cc(C)n(Cc4ccccc4)c3C)C(=O)N=C2S1	3.8	-53.3	-1.5	-2.4	1.6	-16.1	-163.4	-12.5	-0.5
CCC(=O)N1CCc2cc(S(=O)(=O)CCC(=O)NCc3cccs3)ccc21	4.5	-1.1	1.4	2.2	2.2	0.5	21.5	-3.5	-11.7
CCCS(=O)(=O)N1CCc2ccc(NC(=O)c3ccccc3Cl)cc2C1	1.0	0.7	2.5	-4.5	-4.1	9.8	15.1	1.7	22.7
O=[N+]([O-])c1ccc(COc2cccnc2)cc1	-2.2	0.3	4.8	-5.8	-0.3	1.8	21.2	2.6	3.4
C=CCN1C(=O)C(O)(CC(=O)c2ccco2)c2cc(Br)ccc21 (stereo not drawn)	1.1	0.1	2.4	8.5	-7.3	-3.1	-1.9	0.9	6.5
Cc1cc(C)c2[nH]c3nc(SCC(=O)O)nnc3c2c1	-0.5	-1.1	4.6	-31.3	-1.6	-8.5	4.3	8.5	24.7
C=CCn1c(-c2sccc2C)n[nH]c1=S	-8.8	1.5	8.5	-3.4	0.6	15.2	-76.3	0.6	14.8
Nc1nc(NCc2ccccc2)nc(Nc2cccc(F)c2)c1[N+](=O)[O-]	-8.3	-1.4	3.2	-4.2	-0.5	8.7	19.9	1.8	-10.4
O=C(CCNC(=O)N1CC(=O)Nc2ccccc21)NCc1ccc(F)cc1	-4.3	1.7	1.0	2.2	2.6	-8.2	-0.8	-5.9	-3.2
CCOC(=O)N1CCN(C(=O)c2ccc3c(=O)n(Cc4ccc(Cl)cc4)c(=S)[nH]c3c2)CC1	-1.6	1.7	-3.6	25.7	-6.0	14.4	8.3	-1.6	-9.1
Oc1cccc(C=NCc2ccccc2)c1O	7.6	4.7	17.3	-23.2	-5.3	48.5	54.2*	14.1	0.1
CCCCCCSc1ccc([C@@H]2[C@@H]3C(=O)N(CC)C(=O)[C@@H]3[C@]3(C(=O)OC)CCCCN23)cc1	1.3	-1.5	13.1	9.1	-5.6	11.8	5.2	-2.7	-6.7

The closing three records of the part above are carried over, then new ones follow.
SMILES	HKDC1 inh	SENP1 inh	SENP7 inh	UBC13 polyUb	beta cell repl	PfG6PD inh	SENP8 block-1	SENP8 block-2	SENP6 inh
CCOC(=O)N1CCN(C(=O)c2ccc3c(=O)n(Cc4ccc(Cl)cc4)c(=S)[nH]c3c2)CC1	-1.6	1.7	-3.6	25.7	-6.0	14.4	8.3	-1.6	-9.1
Oc1cccc(C=NCc2ccccc2)c1O	7.6	4.7	17.3	-23.2	-5.3	48.5	54.2*	14.1	0.1
CCCCCCSc1ccc([C@@H]2[C@@H]3C(=O)N(CC)C(=O)[C@@H]3[C@]3(C(=O)OC)CCCCN23)cc1	1.3	-1.5	13.1	9.1	-5.6	11.8	5.2	-2.7	-6.7
CCc1ccc(NC(=O)C(CC)Sc2nc3cc4c(cc3c(=O)n2Cc2ccco2)OCO4)cc1 (stereo not drawn)	-9.2	0.6	-8.7	-9.3	-5.7	-6.6	26.3	-9.9	-22.7
CC(C)OC(=O)CC1C(=O)NCCN1C(=S)NC(=O)CCc1ccccc1 (stereo not drawn)	-8.0	1.5	5.6	2.3	3.0	4.6	11.0	-1.2	-3.9
CC(=O)Nc1ccc(/C(C)=N/NC(=O)c2ccc(CN3CCOCC3)cc2)cc1	-10.8	-0.4	0.2	-5.4	3.6	9.4	4.1	-11.0	3.8
O=C(CSc1nc2ccccc2c(=O)[nH]1)Nc1ccc(N2CCOCC2)cc1	-1.7	3.5	-9.7	4.7	-3.0	5.4	1.1	0.5	6.0
Cc1ccc(NC(=S)NCC2CCCO2)c(OC(F)F)c1 (stereo not drawn)	-7.8	3.2	-12.9	-5.1	0.0	-5.1	13.4	-11.7	-2.6
O=C(O)c1ccc(Nc2ncnc3c2cnn3Cc2ccccc2)cc1	-3.2	0.6	11.9	6.0	0.1	-32.6	-65.3	-1.1	6.6
COc1cccc(/C=C2\SC(=O)N(CCC(=O)NNC(=O)c3ccccc3Cl)C2=O)c1	-8.6	2.8	5.5	8.0	-0.3	5.1	-127.6	2.3	-10.6
CCOC(=O)Cc1nnc(NC(=O)COc2ccc(C)cc2)s1	-3.2	-21.1	-7.2	-11.0	-2.3	-6.5	-36.4	-5.7	-25.0
COc1ccccc1-c1nc2c(c(SCC(=O)N3CCCCC3)n1)Cc1c(CO)cnc(C)c1O2	-3.3	-0.7	1.2	-5.4	-3.9	9.5	2.2	3.5	-2.1
C[C@@H](C(=O)Nc1ccc2ccccc2c1)[C@@H]1C[C@@]1(C)[C@@H](N)c1ccccc1	-2.3	0.2	-1.9	22.2	-7.5	-2.5	13.3	6.7	-14.5
CSc1ccc(CNc2ncc(-c3cccc([N+](=O)[O-])c3)n2C)cc1	3.7	1.7	6.5	4.0	-1.4	-17.4	10.7	1.4	6.9
Cc1nc(/N=C(\N)N(C)C)[nH]c(=O)c1C	-3.4	2.4	3.5	-6.2	-2.0	-7.3	22.1	0.4	-1.0
COc1ccc(NC2=NCC(=O)N2c2ccccc2F)cc1	-2.5	-0.5	9.3	-3.4	-1.4	-5.1	17.8	-0.1	-9.8
CC(C)OC(=O)/C(=C\c1ccc2c(c1)c1ccccc1n2C)NC(=O)c1ccccc1	-1.0	-2.3	30.3	-8.1	-4.0	7.2	-322.7	17.0	41.6
O=C(Nc1ccc(Br)cc1)C1CC(O)CN1C(=O)Oc1ccccc1 (stereo not drawn)	-4.0	-0.1	-0.8	2.3	1.1	-9.8	14.1	-4.2	-2.1
COc1ccccc1NC(=O)C(C)OC(=O)C1CCN(S(=O)(=O)c2ccccc2C(F)(F)F)CC1 (stereo not drawn)	0.9	3.1	x	x	x	-6.5	20.3	x	x
CS(=O)(=O)CC(=O)Nc1ccc2nc3n(c(=O)c2c1)CCCCC3	5.2	1.3	5.1	-5.8	1.1	-22.3	20.7	-6.3	-14.8
CN=c1scc(C)n1/N=C/c1cc(Br)c(O)c(OC)c1	3.3	-69.7	-1.1	-7.1	-0.1	-2.6	-121.9	-15.0	-9.0
OCCC1CN(Cc2cc(F)ccc2-n2cccn2)CCN1C1CCCC1 (stereo not drawn)	-10.7	1.6	6.8	6.9	1.5	18.0	18.0	4.3	10.8
Cc1ccc(OCC(=O)N/N=C2\CC(=O)CC(C)(C)C2)c(Br)c1	2.8	-2.1	-4.5	7.3	-0.1	2.9	12.6	-10.5	-4.8
CC1CN(C(=O)CSc2nnc(C3CCCCC3)n2N)CC(C)O1 (stereo not drawn)	1.6	2.2	8.7	7.8	-2.7	2.5	-1.5	-2.1	0.3
CCC(=O)Nc1ccccc1Oc1ccccc1	-1.8	-0.7	3.0	4.2	-2.0	14.8	37.1	1.3	0.0
Cc1oc2ccc(OCc3ccc(F)cc3)cc2c1C(=O)O	4.7	0.4	23.4	-0.9	-2.2	47.8	12.4	22.6	55.1*
C[C@H](NC(N)=O)C(=O)N1CCN(S(=O)(=O)c2ccc3ccccc3c2)CC1	-2.9	-0.9	-1.1	0.4	-1.0	11.5	0.5	12.4	-10.8
Cc1ccccc1NC(=O)CCN1CCN(Cc2ccccc2)CC1	1.9	-4.0	-5.1	-11.5	-1.1	-7.3	17.8	-19.3	-16.6
(cont.)
SMILES	HKDC1 inh	SENP1 inh	SENP7 inh	UBC13 polyUb	beta cell repl	PfG6PD inh	SENP8 block-1	SENP8 block-2	SENP6 inh
O=C(COC(=O)c1cnccn1)NCCc1ccc(Cl)cc1Cl	-7.4	-9.6	3.5	-5.1	-3.1	-0.5	14.7	-0.3	5.1
c1ccc(CSc2ccc(-c3cccnc3)nn2)cc1	-7.5	0.8	5.7	21.6	-3.6	11.0	3.7	-5.8	-3.7
Cc1ccc(-c2cc(C(=O)O)c3cc(Br)ccc3n2)o1	14.3	-3.9	-0.2	1.7	-1.1	75.3*	-364.2	-3.3	-1.7
CCOC(=O)C1CCN(C(=O)c2ccc(Cl)c(S(=O)(=O)N3CCOCC3)c2)CC1	-5.5	1.5	6.3	-4.4	-2.5	-0.9	17.3	-5.9	-25.7
COc1ccc(CCNC(N)=S)cc1OC	-9.8	-0.3	-2.5	4.3	-1.2	-6.3	10.1	1.5	7.3
S=c1[nH]cc(-c2ccccc2)n1-c1cccc(Cl)c1	-0.4	-1.0	15.4	-0.7	0.0	54.5	1.9	0.9	16.9
